Assay outcomes deposited in PubChem BioAssay by Fisher Drug Discovery Resource Center.
hcGAS lum: inhibitors of human cGAS. Q8N884. recombinant h-cGAS, ATP depletion, Kinase-Glo luminescence. inhibition, % at 12.5 µM. 290,000 compounds, 0.081% hits;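 note: 0% = vehicle reaction and 100% = reaction without DNA for no activity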
Target sequence (Q8N884 whole entry, looked up): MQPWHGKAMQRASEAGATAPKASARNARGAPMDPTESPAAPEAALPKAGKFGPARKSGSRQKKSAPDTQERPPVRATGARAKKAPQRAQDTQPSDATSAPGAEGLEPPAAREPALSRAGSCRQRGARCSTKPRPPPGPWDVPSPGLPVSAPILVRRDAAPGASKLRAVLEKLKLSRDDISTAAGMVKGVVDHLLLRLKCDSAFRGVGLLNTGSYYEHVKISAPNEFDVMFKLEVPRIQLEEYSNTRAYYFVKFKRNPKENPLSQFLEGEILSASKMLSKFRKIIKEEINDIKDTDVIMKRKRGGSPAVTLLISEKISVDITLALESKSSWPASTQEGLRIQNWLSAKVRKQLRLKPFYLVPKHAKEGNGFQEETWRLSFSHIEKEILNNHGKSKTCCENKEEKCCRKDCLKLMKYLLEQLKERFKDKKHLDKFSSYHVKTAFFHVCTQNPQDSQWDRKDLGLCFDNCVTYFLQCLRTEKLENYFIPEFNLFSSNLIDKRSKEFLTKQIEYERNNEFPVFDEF
NPYLR7 agonist: activates Aedes aegypti NPYLR7 receptor; AID 1259423; activation, % at 10 µM; HEK293T NPYLR7/Galpha15, GCaMP6s calcium fluorescence; 270,000 compounds, 0.15% hits; in the data active = activation above about 40%;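 note: 0% = vehicle and 100% = reference agonist at the receptor; some compounds past the cut are filed as inactive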
mcGAS lum: mouse cGAS inhibition by luminescence. 160,000 compounds, 0.15% hits. AID 1259399. Q8C6L5. recombinant cGAS, Kinase-Glo ATP depletion luminescence. inhibition, % at 12.5 µM;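 note: 0% = negative control wells and 100% = reference inhibitor with no enzyme activity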
Active calls of the source: *; / = no result given; + = active, no number; & = joins results of further samples. Cut-off read from the data, not from the text of the source, unless noted: active = inhibition above about 40%; inactive = the rest.

Molecule	hcGAS lum	NPYLR7 agonist	mcGAS lum
CCCS(=O)(=O)N1CCN=C1SCc1ccc([N+](=O)[O-])cc1	-9	7	-7
CCOC(=O)c1nn(-c2ccc(F)cc2)c(=O)cc1N1CCN(c2ccccc2OC)CC1	6	1	/
CCCc1nc(N2CCCN(C(=O)Cc3cccs3)CC2)c2c(-c3ccccc3)noc2n1	-4	15	-5
COc1ccc(NS(=O)(=O)c2ccc(OC)c([N+](=O)[O-])c2)cc1OC	-8	14	-5
CCOC(=O)CC(=O)N1CCC(c2nc(-c3ccccc3)no2)CC1	2	6	2
CCOC(=O)C(C(C)=O)C1CC(C)NC(=S)N1 (stereo not given)	-2	8	/
CN1Cc2cc(F)ccc2N(CC(O)C(F)(F)F)CCC1=O (stereo not given)	-6	0	-8
CSc1nsc(SCc2csc(Cc3ccc(F)cc3Cl)n2)n1	-6	27	-5
O=C(NC(C(=O)N1CCCC1)C1CCN(C(=O)c2cccc(F)c2)CC1)c1ccc2c(c1)OCO2 (stereo not given)	-5	10	-7
Cc1nc(SCc2nc3ccsc3c(=O)[nH]2)c2c(-c3cccs3)csc2n1	-10	-2	-7
CC(C)CN(C)S(=O)(=O)c1ccccc1C(=O)N1CCOCC1	-5	0	/
Cc1ccc(NC(=O)C2C(=O)N(CCO)C3(C)CC2c2ccccc2O3)cc1 (stereo not given)	-7	2	/
O=C(NCCN1CCOCC1)c1cc2n(n1)CCN(Cc1cccc(C(F)(F)F)c1)C2=O	-4	9	-6
Cc1cccc(CN(CC(O)COc2ccccc2C)CC2CCCO2)c1 (stereo not given)	-4	-2	-6
CN1CC(=O)N2CCN(C(=O)COc3cccnc3)CC2C1=O (stereo not given)	-6	7	/
c1ccc(-n2ncc3c(NCc4ccccn4)ncnc32)cc1	-6	-1	/
Cc1ncc(-c2ccc(OC(F)(F)F)cc2)[nH]1	-2	1	-6
CN(CC(=O)Nc1ccc(F)cc1)C(=O)c1ccc2c(c1)NC(=O)CS2	-12	2	/
Cc1ccccc1C(=O)Nc1sc2c(c1C(=O)NC(C)c1ccccc1)CCC(C)C2 (stereo not given)	-1	2	-1
O=C(O)COc1ccc(-n2cc(CCO)cn2)cc1Cl	-3	10	-13

The last 5 records of the part above come first, to join the parts.
Molecule	hcGAS lum	NPYLR7 agonist	mcGAS lum
c1ccc(-n2ncc3c(NCc4ccccn4)ncnc32)cc1	-6	-1	/
Cc1ncc(-c2ccc(OC(F)(F)F)cc2)[nH]1	-2	1	-6
CN(CC(=O)Nc1ccc(F)cc1)C(=O)c1ccc2c(c1)NC(=O)CS2	-12	2	/
Cc1ccccc1C(=O)Nc1sc2c(c1C(=O)NC(C)c1ccccc1)CCC(C)C2 (stereo not given)	-1	2	-1
O=C(O)COc1ccc(-n2cc(CCO)cn2)cc1Cl	-3	10	-13
Cc1ccc(C(=O)OC(C)C(=O)NCC(C)c2ccccc2)cc1F (stereo not given)	-9	10	-6
CCN(CC)c1ccc(-c2c(C#N)c(N)nc(OC)c2C#N)cc1	-3	-6	-4
CCCn1cc(C(=O)N[C@H]2COC[C@@H]2OCC)c(C)n1	-5	/	-15
Cc1ccc(-c2cc(O)c3c(c2)CN(C(=O)CN2CCNCC2)CCO3)s1	-8	0	/
CSc1cccc(CN(C(=O)c2cccnc2)C(C)C)c1	-2	1	-21
O=C(Cn1cc(C(F)(F)F)ccc1=O)c1ccc2c(c1)CCO2	-6	6	/
CCCn1c(=NC(C)=O)c(C(=O)OCC)cc2c(=O)n3cccc(C)c3nc21	5	1	-1
CCCN1C(=O)NC(CC(=O)N2CCc3c(nc(C)nc3N(C)C)C2)C1=O (stereo not given)	5	2	-12
COc1ccc(C[C@@H]2C3=C(CCCC3)CCN2C(=O)c2cn[nH]n2)cc1	0	3	-1
Cc1ccccc1Cn1c(C(=O)N2CCN(C/C=C/c3ccccc3)CC2)cc2ccsc21	-3	-1	-5
O=C(NC(c1ccc(F)cc1)c1ccc2ccccc2n1)C1CCN(CCc2ccccc2)CC1 (stereo not given)	2	-10	0
CCc1nc2ccc(C(=O)N(C)C(C)C)cn2c1N(C)Cc1nccs1	-6	-7	-3
c1ccc(OCCNc2nc(NCC3CC3)nc3ccsc23)cc1	-6	0	/
CS(=O)(=O)NC1CCCN(C(=O)Nc2ccccc2N2CCc3sccc3C2)C1 (stereo not given)	-7	6	/
Cc1nn(C2CCS(=O)(=O)C2)c2ncc(CNCCCn3cccn3)cc12 (stereo not given)	3	-1	/
COc1ccc(CNCC2CCCO2)cc1OS(=O)(=O)c1ccc(F)cc1 (stereo not given)	-2	25	/
COc1cccc(C(=O)C2CCCN(C(=O)c3cnc(C4CC4)nc3)C2)c1 (stereo not given)	-1	1	-10
Cc1cccn2c(=O)nc(SCc3ccccc3Cl)nc12	-11	2	/
O=C(Nc1nnc(-c2ccc(Cl)cc2)s1)C1CCCN1S(=O)(=O)c1ccc(F)cc1 (stereo not given)	-3	13	-6
O=C1Nc2c(Br)ccc(Br)c2C1=O	-6	-1	/
CC(=O)NCc1ccc(S(=O)(=O)NCc2ccc(F)c(C)c2)s1	-4	4	-11
CN(CC(=O)Nc1c(Cl)cccc1Cl)C1CCCCC1	-11	-9	/
COC(=O)c1cc(NS(=O)(=O)c2c(C)c(C)cc(C)c2C)c(F)cc1F	-6	-4	-14
COc1ccc(S(=O)(=O)c2nnn(-c3ccc(Cl)cc3)c2C)cc1	4	-30	0
CC(C)C1CN(C(=O)CCc2cnccn2)CCCN1Cc1ccc(F)cc1 (stereo not given)	4	1	/
CN(CCNC(=O)Nc1cnn(C)c1)Cc1ccc(F)cc1	-8	6	/
COc1ccc(NC(C)c2nc(C(C)(C)C)no2)cn1 (stereo not given)	-9	-1	-9
COC[C@H]1C[C@H]2C[C@@H](OC)[C@H](N3CCN(c4ncccn4)CC3)[C@]2(O)CO1	-2	0	-6
Cc1[nH]nc(C(=O)NC(C)c2ccc(NC(=O)Nc3ccccc3)cc2)c1C (stereo not given)	-7	13	/
CCN(C(=O)CCc1ccccc1)C(C)c1nc2cc(Cl)ccc2c(=O)n1-c1ccc(C)cc1 (stereo not given)	-7	17	-6
O=C1C(Br)=CC2C1C1C=CC2(Br)C12OCCO2 (stereo not given)	-6	-7	/
COc1ccc(-c2c(C)c3ccccc3[nH]c2=O)cn1	-3	-1	/
COCC(=O)Nc1cccc(-c2ccc3c(c2)OCCO3)c1	-3	14	-17
O=C(c1ccc(CSc2ccc(Cl)cc2)cc1)N1C2CCC1CC(Oc1cccc(C(F)(F)F)c1)C2 (stereo not given)	-12	10	-8
CCOC(=O)c1ccccc1NCc1cc(=O)oc2cc(C)c(O)cc12	-2	2	-6
CCC(C)N(Cc1ccc(N(CC)CC)cc1OS(=O)(=O)CC)C(=O)c1ccccc1Cl (stereo not given)	7	-6	2
Cn1nc(C(=O)Nc2ccc3nc(N4CCCC4)sc3c2)ccc1=O	-7	-2	-8
C=CCS(=O)(=O)NCC1CCN(Cc2ccc(C)c(C)c2)C1 (stereo not given)	-3	5	-19
CCOC(=O)CCC(=O)Nn1cnc2c(cnn2-c2ccc(C)c(C)c2)c1=O	-3	5	/
O=[N+]([O-])C1=Cc2c(ccc3ccccc23)OC1c1ccc2c(c1)OCO2 (stereo not given)	-2	3	/
O=C(NN=Cc1ccc(Br)cc1)c1n[nH]c2c1CCCC2	-5	-2	-1
Cc1ccc(-c2n[nH]c(=S)o2)cc1	5&1	-1&2	/
CN(C(=O)Cn1nc(-c2cccs2)c2sc(N3CCOCC3)nc2c1=O)c1ccccc1	-10	-3	-10
CCCC(=O)Nc1nc2ccc(OC)cc2s1	-9	-3	-7
CN1CC2N(CCOCc3ccccc3)C3CCC2(CC3)OC1=O (stereo not given)	-4	30	-9
Cn1nc(CN2CCOCC2)c2c1CCN(C1CCC1)C2	-6	/	-4
O=C(NCCc1ccccc1)Nc1ccc2c(c1)N(S(=O)(=O)c1cccs1)CCC2	6	-8	/
O=c1c2c3c(sc2ncn1N=Cc1ccco1)CCCC3	-6	0	/
CCOc1ccc(CNc2nn[nH]n2)cc1OCC	-5	0	/
O=C(NCCNC(=O)[C@H]1CCCN1C(=O)c1cccc(F)c1)c1ccccc1	4	/	-1

The list goes on:
Molecule	hcGAS lum	NPYLR7 agonist	mcGAS lum
O=S(=O)(c1ccc(Br)cc1)N1CCN(c2nc3ccccc3nc2-c2ccccc2)CC1	-6	5	-6
O=C1c2ccccc2NC(/C=C/c2ccco2)N1CCCN1CCOCC1 (stereo not given)	-1	-1	-4
CC1C(=O)N(c2ccc([N+](=O)[O-])cc2)CCN1C(=O)COc1ccc(Cl)cc1 (stereo not given)	-5	0	/
CN(C/C=C/c1ccccc1)Cc1cccc2ccccc12	-6&-2	12&4	/
COc1ccc(C(=O)NCC2Cc3cc(-c4ccccc4C(C)=O)ccc3O2)c(OC)c1OC (stereo not given)	-7	4	-26
Cc1cc(C(=O)N2CCN(c3c(Cc4ccccc4)c(C)nc4ncnn34)CC2)cc(Cl)n1	-1	/	-5
N#Cc1ccc(CON=C2C3CC4CC(C3)CC2C4)cc1	-2	21	-6
COc1ccc(S(=O)(=O)N(C)c2ccc(C)cc2C)cc1C(=O)O	3	-3	/
CCCOc1cccc(C(=O)NC2CS(=O)(=O)c3ccccc32)c1 (stereo not given)	-5	5	/
C[C@H]1[C@H]2CCC3C4CC=C5C[C@@H](N(C)C)CC[C@]5(C)C4CC[C@@]32CN1C (stereo not given in full)	0	12	-2
O=C1CC(C(=O)N2Cc3cnn(CCO)c3C2)c2ccccc21 (stereo not given)	-1	6	/
CS(=O)(=O)Nc1nc(-c2ccccn2)nc2scc(-c3ccccc3)c12	1	0	/
CCC(O)c1nc2ccccc2n1CCCOc1cccc(OC)c1 (stereo not given)	-9	5	-8
O=S(=O)(c1ccc(F)cc1)N1CCN(C(c2ccccc2)c2ccc(Cl)cc2)CC1 (stereo not given)	-5	4	-6
CCCCc1ccc(C(=O)N(CC(=O)N2CC(=O)N(c3ccc(OC)cc3)C2)CC(C)C)cc1	6	-7	1
COc1ccc(-c2ccc(-c3nc4ccccc4c(=O)o3)cc2)cc1	-1	-6	-1
Cn1nc(C(=O)Nc2ccc(-c3ccc(N4CCCC4)nn3)cc2)ccc1=O	-3	-2	-7
Cc1[nH]n(-c2ccccc2)c(=O)c1N=Nc1ccc(C#N)cc1	-4	-2	/
CCCCC(=O)Nc1nnc(SCC(=O)Nc2ccc(OCC)cc2)s1	-2	1	0
Cn1nccc1C(=O)N1CCC(n2nccc2NC(=O)CCOc2ccccc2)CC1	-1	4	-5
COCC1CCN(c2nncc(-c3ccc4c(c3)OCO4)n2)C1 (stereo not given)	-5	-6	-3
CC1(C)Oc2ccc3ccc(=O)oc3c2C(N2CCOCC2)C1O (stereo not given)	2	3	1
COC(=O)c1scc(-c2ccc(C)cc2)c1S(=O)(=O)N1CCN(c2ccccc2)CC1	-3	13	-7
CC(C)=CC(=O)NCc1cccnc1Oc1ccc(C)nc1	-4	-2	/
CCOC(=O)c1ccc(NC(=O)NNC(=O)c2ccc(=O)n(Cc3ccc(C)cc3)c2)cc1	-9	1	/
COc1cccc(C2CN(C(=O)CC(C)(C)C)CC2C(=O)NCc2ccccn2)c1OC (stereo not given)	+	5	/
O=c1c(-c2ccccc2)[n+]([O-])c2ccccc2n1OCc1cccc(F)c1	5	5	/
O=S(=O)(c1ccc(Br)s1)N1CCCC(C(F)(F)F)C1 (stereo not given)	-3	0	/
Cn1cc(S(=O)(=O)NC(=O)Cc2csc(C(C)(C)C)n2)cn1	40	7	11
COc1ccc(CCN2CCCC(CN(C)CC=C(C)C)C2)cc1 (stereo not given)	-10	2	/

Single values from the entries so far.
`Cc1[nH]nc(C(=O)NC(C)c2ccc(NC(=O)Nc3ccccc3)cc2)c1C` (stereo not given) in hcGAS lum reads -7
`Cc1cccn2c(=O)nc(SCc3ccccc3Cl)nc12` in hcGAS lum reads -11
`Cn1cc(S(=O)(=O)NC(=O)Cc2csc(C(C)(C)C)n2)cn1` in NPYLR7 agonist reads 7
`CC(C)CN(C)S(=O)(=O)c1ccccc1C(=O)N1CCOCC1` in NPYLR7 agonist reads 0
`COc1ccc(C[C@@H]2C3=C(CCCC3)CCN2C(=O)c2cn[nH]n2)cc1` in hcGAS lum reads 0
`CN1Cc2cc(F)ccc2N(CC(O)C(F)(F)F)CCC1=O` (stereo not given) in NPYLR7 agonist reads 0

New compounds follow:
Molecule	hcGAS lum	NPYLR7 agonist	mcGAS lum
C=CCOC(=O)C1=C(C)NC(=O)NC1c1cc(OC)ccc1OC (stereo not given)	-2	-5	-6
CN(C)CC1(O)CCN(C(=O)c2cc(-c3ccc(O)cc3)n[nH]2)C1 (stereo not given)	0	14	/
C=CCN(C)C(=O)c1cccc(-c2ccc(O)cc2)c1	-6	7	-8
COc1cc(F)c(C(=O)N2CCOC(Cc3ccccc3)C2)c(F)c1 (stereo not given)	-5	24	/
CCCCc1ccc(S(=O)(=O)NC(=O)C2(C)CCN2C(=O)CCc2ccccc2)cc1 (stereo not given)	-11	-1	/
CC(=O)Nc1cccc(-n2cnnc2SCC(=O)C(C)(C)C)c1	-6	8	/
CS(=O)(=O)N1CCc2cc(C(=O)NCc3ccccc3Cl)ccc21	-11	3	/
O=C(NCc1ccccc1)C(C1CCCC1)N1CCN(C(=O)c2ccco2)CC1 (stereo not given)	-6	-5	/
